Source: PubChem
ST2 IL33 inh – inhibitors of human ST2 (IL1RL1) binding to IL-33, primary screen, biochemical, AlphaLISA; AID 1259354, 2018; inhibition, % for hits at 17 µM; AlphaLISA ST2-Fc/biotin-IL-33 interaction, 1 h; Interleukin-1 receptor-like 1 (Homo sapiens), Q01638; actives 2.3% (n = 78,000); in the data active = inhibition above about 30%; inconclusive = mostly about 10% to 28%
Target sequence (Q01638 whole entry, looked up): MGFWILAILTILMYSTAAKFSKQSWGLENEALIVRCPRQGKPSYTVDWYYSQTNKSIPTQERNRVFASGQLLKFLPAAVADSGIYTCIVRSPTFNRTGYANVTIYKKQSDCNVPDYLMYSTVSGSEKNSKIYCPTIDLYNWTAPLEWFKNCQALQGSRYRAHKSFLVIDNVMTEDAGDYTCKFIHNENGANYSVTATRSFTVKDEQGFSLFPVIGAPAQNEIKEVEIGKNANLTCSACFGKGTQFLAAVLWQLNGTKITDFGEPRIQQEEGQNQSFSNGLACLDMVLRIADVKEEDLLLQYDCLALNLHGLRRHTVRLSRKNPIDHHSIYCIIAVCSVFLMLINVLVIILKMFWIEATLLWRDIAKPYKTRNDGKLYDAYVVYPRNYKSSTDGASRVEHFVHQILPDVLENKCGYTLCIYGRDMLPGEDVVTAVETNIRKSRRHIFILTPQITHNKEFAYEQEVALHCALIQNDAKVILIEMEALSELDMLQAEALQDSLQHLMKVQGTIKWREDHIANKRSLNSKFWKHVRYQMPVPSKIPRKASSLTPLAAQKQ
The depositor's hits bear a star; i = inactive; ? = inconclusive. These rows are one share of the data; the hit share may differ from the screen's.

The opening six entries as a preview:
SMILES	ST2 IL33 inh
CC(=O)Nc1ccc(-c2ccc(=O)n3c2[C@@H]2C[C@@H](CN(S(=O)(=O)c4ccc(Cl)cc4)C2)C3)cc1	i
CC(C)(C)c1ccc(C(=O)N2CCCC(CO)(Cc3ccccc3F)C2)cc1 (stereo unspecified)	?
CCCn1c2ccccc2c2nnc(SCC(=O)Nc3ccc(OC)cc3)nc21	?
COC(=O)COc1ccc2c3c(c(=O)oc2c1)CCCC3	i
CN(Cc1csc(-c2ccccc2)n1)C(=O)c1c(O)cccc1O	?
COc1ccccc1CNC(=O)c1ccc(C)c(Cl)c1	i

The listing, repeating the preview:
SMILES	ST2 IL33 inh
CC(=O)Nc1ccc(-c2ccc(=O)n3c2[C@@H]2C[C@@H](CN(S(=O)(=O)c4ccc(Cl)cc4)C2)C3)cc1	i
CC(C)(C)c1ccc(C(=O)N2CCCC(CO)(Cc3ccccc3F)C2)cc1 (stereo unspecified)	?
CCCn1c2ccccc2c2nnc(SCC(=O)Nc3ccc(OC)cc3)nc21	?
COC(=O)COc1ccc2c3c(c(=O)oc2c1)CCCC3	i
CN(Cc1csc(-c2ccccc2)n1)C(=O)c1c(O)cccc1O	?
COc1ccccc1CNC(=O)c1ccc(C)c(Cl)c1	i
COc1ccccc1C(CCNCc1ccccc1)c1ccc2c(c1)OCO2 (stereo unspecified)	i
CN(CCNC(=O)c1ccc2c(c1)NC(=O)C(N1CCCCC1)S2)Cc1ccccc1 (stereo unspecified)	i
Cc1ccc(Cc2c(C)nc3c(C(=O)NC4CCCC4)c[nH]n3c2=O)cc1	i
Cc1cc(N2C(=O)CCC2=O)n(-c2ccccc2)n1	i
O=c1[nH]c(SCCc2ccccc2)nc2ccccc12	i
Cn1c2c(c(=O)n(C)c1=O)C(c1cc([N+](=O)[O-])ccc1O)C1=C(N2)c2ccccc2C1=O (stereo unspecified)	i
CN1CCN(CCOc2ccc(C(=O)c3ccccc3)cc2)CC1	i
O=C(NCCc1c[nH]c2ccccc12)c1ccc2nc3cc(Cl)ccc3c(=O)n2c1	i
CCSc1nc(CC(=O)NCc2c(F)cccc2F)cs1	i
Cc1cc(C(=O)N2CCC(O)(CN(C)C)C2)sc1-c1ccccc1 (stereo unspecified)	?
CCCCOc1ccc(C(=O)N2CCN=C2SC)cc1	i
CNCC(=O)NC(C)(C)c1cccc2ccccc12	i
NC(=O)[C@H](CC1CCCCC1)NC(=O)[C@@H]1CN(S(=O)(=O)c2ccccc2)CCN1S(=O)(=O)c1ccccc1	?
CCSc1nc(CC(=O)NCc2ccccc2-n2cccn2)cs1	i
O=C(CCc1ccccc1)Nc1nnc(SCC(=O)c2ccc(Cl)cc2)s1	i
CCCn1cc(CNC(=O)C2Cc3ccccc3CN2CC)cn1 (stereo unspecified)	i
COc1ccc(C(N)CC(=O)N2CCc3c(ncnc3N(C)C)C2)cc1OC (stereo unspecified)	i
CCCCOC(=O)C1=C(C)Nc2ncnn2C1c1ccccc1OC (stereo unspecified)	i
O=C(c1ccco1)N1CCN(Cc2cnn3cccnc23)CC1	i
Cc1c(Cl)c(C(=O)N2CCCC(O)(CO)CC2)nn1C (stereo unspecified)	i
CC(=O)Nc1ccc(NC(=O)c2ccc(-c3cccc(Cl)c3Cl)o2)cc1	?
O=C1N=C(N2CCN(CCO)CC2)S/C1=C\c1ccc(Br)cc1	i
O=S(=O)(c1ccccc1)N1N=C(c2cccs2)CC1c1ccc(F)cc1 (stereo unspecified)	?
COc1ccc(Cl)cc1NC(=O)CCC1CCCN(C(=O)c2cccc(N(C)C)c2)C1 (stereo unspecified)	i

Quoted at random: six compounds from above
SMILES	ST2 IL33 inh
Cc1c(Cl)c(C(=O)N2CCCC(O)(CO)CC2)nn1C (stereo unspecified)	i
CCCCOc1ccc(C(=O)N2CCN=C2SC)cc1	i
COc1ccc(C(N)CC(=O)N2CCc3c(ncnc3N(C)C)C2)cc1OC (stereo unspecified)	i
CC(=O)Nc1ccc(NC(=O)c2ccc(-c3cccc(Cl)c3Cl)o2)cc1	?
O=C(c1ccco1)N1CCN(Cc2cnn3cccnc23)CC1	i
CNCC(=O)NC(C)(C)c1cccc2ccccc12	i

Later entries.
SMILES	ST2 IL33 inh
OC(C#Cc1ccccc1)C#Cc1ccccc1	i
O=C(O)c1ccccc1-c1c(-c2ccccc2)ncn1CC1COCCO1 (stereo unspecified)	i
O=C1CCCC2=C1C(c1cccc(F)c1)c1c(nc(SCc3ccccc3F)[nH]c1=O)N2 (stereo unspecified)	i
Cc1nc(N2CCN(c3ccccn3)CC2)c2c(C)c(C(=O)O)sc2n1	?
c1cnc2c(c1)Nc1nc3nonc3nc1N2	?
CN(C)c1ccc(/C=C2\C(=O)Nc3ccc(Br)cc32)cc1	?
COc1ccc(Cl)cc1Nc1nc(C)cc(C)c1C(N)=O	i
COc1ccc2oc(=N)c(C(=O)Nc3ccc(Cl)cc3Cl)cc2c1	i
CC(C)C(=O)Nc1ccc(NC(=O)C(C)(C)C)cc1	i
Cc1ccc2[nH]c3c(c2c1)CN(C)CC3	?
COc1cccc(-c2cc(C(=O)Nc3sc4c(c3C(N)=O)CCCC4)no2)c1	i
NCC1Cc2cc(-c3cnccn3)cc(Cl)c2O1 (stereo unspecified)	i
Cc1ccc(Nc2nnc(Cc3ccccc3)c(=O)[nH]2)c(C)c1	i
COc1ccc(NC(=O)c2ccc(Br)cc2)c2ncccc12	?
COC(=O)c1ccn(-c2nc(-c3cccc(OC)c3)cc(C(F)(F)F)n2)n1	?
Cc1nc(N(C)C2CCCCC2)ncc1C(C)NC(=O)C1CCOCC1 (stereo unspecified)	i
COc1cc(OC)cc(C(=O)N(c2ccc(F)cc2)C2C=CS(=O)(=O)C2)c1 (stereo unspecified)	i
Cc1ccc2nc(C3CCCN3C(=O)c3cn(Cc4ccc(F)cc4)nn3)[nH]c2c1 (stereo unspecified)	i
NC1=NC(=O)/C(=C\c2cccc(C(F)(F)F)c2)S1	?
O=C(Nc1cc(C(=O)Nc2cccc(O)c2)cc(C(=O)Nc2cccc(O)c2)c1)c1ccccc1	i
C[C@@H]1O[C@@H](O[C@@H]2[C@@H](O)[C@H](C)O[C@@H](OCC3OC(Oc4c(-c5ccc(O)c(O)c5)oc5cc(O)cc(O)c5c4=O)C(O)C(O)C3O)[C@@H]2O)[C@H](O)[C@H](O)[C@H]1O (stereo partly specified)	i
CCOc1ccc(NC(=O)COc2ccc(Cl)cc2)cc1	i
Oc1ccc(N=Cc2nc(-c3ccc(Br)cc3)oc2O)cc1	?
O=C(CCN1C(=O)c2ccccc2C1=O)Nc1ccc(Cl)cc1	?
O=C(NCc1ccccc1)N1CC[C@H](c2nc3cc(Cl)ccc3o2)C1	i
Cn1c(=O)c2c(nc(SCC(=O)N3CCCCC3)n2C)n(C)c1=O	i
Fc1ccccc1N1CCN(C2CCCN(Cc3ccc4c(c3)OCCO4)C2)CC1 (stereo unspecified)	i
Cc1ccc2c(-c3ccc([N+](=O)[O-])cc3)cc(=O)[nH]c2c1	?
CC1(C)CC(=O)C=C(Nc2ccc3c(c2)OCCO3)C1	i
Cc1ccc(S(=O)(=O)n2cnc3cc(C)c(C)cc32)cc1	i
O=C(c1ccco1)N1CCN(Cc2cccn2-c2ncccn2)CC1	i
CCc1c(-c2ccccc2)nc2ccccc2c1C(=O)NCC1CCCO1 (stereo unspecified)	i
CC(=O)Nc1ccc(N=Cc2cc3c(cc2[N+](=O)[O-])OCO3)cc1	?
CCSc1nnc2c(n1)OC(c1ccc(C(=O)O)cc1)Nc1ccc(Br)cc1-2 (stereo unspecified)	i
COc1ccccc1N1CCN(Cc2cc([N+](=O)[O-])c(O)c3ncccc23)CC1	34%*
COC(=O)c1ccc(C(=O)OC)c(NC(=O)N2CCN(Cc3nc4cccnc4n3-c3ccccc3)CC2)c1	i
O=C(Cc1c(C(=O)O)[nH]c2ccc(Cl)cc12)Nc1ccc(F)c(Cl)c1	i
O=c1[nH]c(=O)c2c(-c3ccccc3)csc2[nH]1	i
COc1cc(Cl)c2[nH]cc(CCN=Cc3ccc(N(C)C)cc3)c2c1	i
COc1ccc(-n2cc(-c3ccnc(N(C)Cc4cc(C)[nH]n4)n3)cn2)cc1	i
O=C(NC1CCCC1)c1ccc(Br)o1	i
COc1ccc2nc(Nc3nnc(-c4ccco4)o3)sc2c1	?
Cc1ccsc1[C@@H]1CCN(C(=O)c2cnc(-c3ccccc3)[nH]2)C[C@H]1O	i
Cc1c(Cl)c([N+](=O)[O-])nn1CCCC(=O)Nc1ccc(Br)cc1	i
COC(=O)c1cccc(NC(=S)N[C@H]2CO[C@H]3[C@@H]2OC[C@H]3OCC(N)=O)c1	i
Cc1cc(S(=O)(=O)N2CCN(S(=O)(=O)c3ccc(Cl)c(C)c3)C(C)C2)ccc1Cl (stereo unspecified)	i
COc1cc(/C=C2/C(=O)N(c3ccc(Cl)c(Cl)c3)N=C2C)cc(OC)c1O	35%*
CC(Cc1ccccc1)NC(=O)C1CCCNC1=O (stereo unspecified)	?
CCOc1cccc(CNC(C)c2cnc(-c3ccncc3)nc2C)c1 (stereo unspecified)	i
COc1ccc(-c2nnc(NC(=O)c3ccc(S(=O)(=O)N(C)C)cc3)o2)c(OC)c1	i
Oc1ccc(O)c([S+]2CCCC2)c1	i
O=C(NCC1CCCO1)c1cc(-c2ccncc2)nc2ccccc12 (stereo unspecified)	i
Cc1ccc(-c2noc(CCC(=O)NC3CCCCCC3)n2)cc1	i
CCCCC1CN(CCNC(=O)c2ccc(OC)c(OC)c2OC)Cc2ccccc2O1 (stereo unspecified)	i
Cc1ccc(Nc2nc(-c3ccc(O)c(O)c3)cs2)nc1	42%*
CCN(Cc1nc(C)no1)C(=O)c1cccc(C#CC(C)(C)O)c1	i
Cc1cc(C)n(S(=O)(=O)c2cccc([N+](=O)[O-])c2)n1	i
Cn1ccnc1CN1C(=O)CO[C@H]2CN(Cc3ccccc3)C[C@H]21	i
Cc1nc(NC(=O)c2ccc3c(c2)OCO3)sc1C	?
Oc1ccc(Br)cc1CN1CCC(N2CCCCCC2)CC1	?

(more compounds)
SMILES	ST2 IL33 inh
CCCCSc1nnc2c(n1)OC(/C=C/c1ccco1)Nc1ccccc1-2 (stereo unspecified)	i
O=[N+]([O-])c1cccc(CN2CCCCC2CCO)c1 (stereo unspecified)	i
O=C(Nc1ccc(-c2nc3ccccc3s2)cc1)C(F)(F)F	i
Cc1ccc(Cl)cc1N=Cc1nc(-c2ccccc2F)oc1O	?
O=C(CSc1cn(Cc2ccc(Cl)cc2)c2ccccc12)Nc1ccc2c(c1)OCO2	i
Cc1cccn2c(=O)c3cc(C(=O)NC(C)C)n(C)c3nc12	i
O=C(c1cn[nH]c1)N(CC1CCN(C2Cc3ccccc3C2)CC1)CC1CCCO1 (stereo unspecified)	?
Cc1nc2ccccc2c2c1C(=O)N(c1ccc3c(c1)OCO3)C2=O	51%*
COc1cccc(N2CC(NC(=O)c3ccc4c(c3)OCO4)CC2=O)c1 (stereo unspecified)	i
CC(C)Cn1cc(C(=O)N2CCN(C3CCCCC3)CC2)c2c3ccccc3n(C)c2c1=O	i
C=CCn1nc(C(=O)N2CCCCCC2)c2c1CCC(N1CCN(c3ccccc3)C(=O)C1)C2 (stereo unspecified)	?
CCOc1ccccc1NC(=O)CCC(=O)Nc1ccc2nc(N3CCOCC3)cc(C)c2c1	i
CCOCCOC(=O)C1=C(C)NC2=C(C(=O)C(C(=O)OC)C(C)C2)C1c1ccc(C)cc1 (stereo unspecified)	i
CNC(=O)[C@@H]1C[C@@H](N)CN1Cc1cc(C)n(-c2cc(C)ccn2)c1C	?
CCOC(=O)C1=C(c2ccccc2)Nc2ncnn2C1c1cc(OC)ccc1OC (stereo unspecified)	i

Part of the list above in another layout:
compound,ST2 IL33 inh
O=[N+]([O-])c1cccc(CN2CCCCC2CCO)c1 (stereo unspecified),i
O=C(Nc1ccc(-c2nc3ccccc3s2)cc1)C(F)(F)F,i

Other results follow:
SMILES	ST2 IL33 inh
COc1ccc(CCn2ccnc2-c2coc(C)n2)cc1OC	?
CCc1ccccc1NC(=O)c1ccccc1Br	?
COc1ccc(-c2nnc([C@H]3CCN(Cc4ncc[nH]4)C3)o2)cc1	i
CCCC(=O)NC(C)c1nc2ccccc2n1Cc1c(F)cccc1Cl (stereo unspecified)	i
COc1cc(C)c(CN2CCC3(CCCN(CC4CC4)C3=O)C2)cc1C (stereo unspecified)	i
COC(=O)[C@@H](C)NC(=O)[C@H]1CN(S(=O)(=O)c2ccccc2)CCN1S(=O)(=O)c1ccccc1	i
COc1ccc(-c2cc(N3CCN(S(=O)(=O)c4ccccc4)CC3)ncn2)cc1	?
CC(C)C(=O)N1c2ccccc2NC2=C(C(=O)CCC2)C1c1ccco1 (stereo unspecified)	30%*
Cc1ccsc1C(=O)C1CCCN(Cc2c(C)n(C)n(-c3ccccc3)c2=O)C1 (stereo unspecified)	i
Cn1c(=O)c2c(nc(CN3CCOCC3)n2Cc2ccc(Cl)cc2Cl)n(C)c1=O	i
O=C1Nc2ccccc2N(O)N1c1ccc([N+](=O)[O-])cc1	i
Cc1ccnc(NC(=O)Cn2ccc([N+](=O)[O-])n2)c1	i
Cc1cc(C(=O)Nc2ccccc2-c2nc(CNC(=O)c3ccc(F)cc3F)c(C)o2)c(C)o1	i
O=C(NC[C@H]1O[C@@H](CO)[C@@H](O)[C@H]1N1CCN(c2ncccn2)CC1)N1CCOCC1	i
O=C(NC1CCCCC1)O[C@@H]1CO[C@H]2[C@@H]1OC[C@@H]2n1nnnc1-c1ccccc1	39%*
Cn1c(=O)[nH]c(=O)c2c1nc(Br)n2Cc1ccc(Cl)cc1	?
CC(C)(C)c1cc(CCC(=O)N2CCNCC2)c(C(C)(C)C)cc1O	?
COc1ccc(C2C(C(=O)Nc3ccc(C)cc3C)=C(C)Nc3nnnn32)c(OC)c1OC (stereo unspecified)	i
Cc1cc(=O)c2c(O)c3c(cc2o1)O[C@H](C(C)(C)O)C3	i
CCN1CCN(C(=O)c2cn(CC)c3ccc(S(=O)(=O)N4CCCCC4)cc3c2=O)CC1	i
COc1ccccc1CNC(=O)C[C@@H]1CCNC[C@@H]1Cc1cc(-c2ccccc2)on1	i
COc1ccccc1NC(=O)c1cc2ccccc2oc1=Nc1ccccc1F	?
CCOc1ccc(C(=O)Nc2ccccc2I)cc1Cl	?
CCN(CC)CCn1c(=N)n(CCOc2ccccc2)c2ccccc21	i
